# From PubChem BioAssay
# Exocytosis inh = LAMP-1 surface exposure blockers, TALL-104 cells – cell-based, flow cytometry, MLPCN library, primary screen. 360,000 compounds, 0.66% hits. inhibition, % at 10 µM. TALL-104 LAMP-1 surface exposure; cells stimulated with thapsigargin and PMA;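 active = inhibition above about 55%, limit read from the data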
# TLR9-MyD88 block = inhibitors of TLR9-MyD88 association in cells, primary screen, cell-based, CHO, BLA complementation, fluorescence; 340,000 compounds, 0.21% hits; CCF4 FRET ratio; Toll-like receptor 9 (Homo sapiens) + Myeloid differentiation primary response protein …; inhibition, % at 4.98 µM; AID 504734, 2011;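 active = inhibition above the mean over all tested compounds plus 3 SD, cut at about 21% in these data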;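 note: 0% = DMSO only wells and 100% = clavulanate BLA inhibitor control wells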
# MC4R barr agon = MC4R agonists recruiting beta-arrestin, primary screen, cell-based, luminescence, agonist arm of biased-ligand search | Melanocortin receptor 4 (Homo sapiens), P32245 | U2OS MC4R beta-arrestin complementation; percent of melanotan II response, DMSO zero | activation, % at 8.9 µM | 360,000 compounds, 0.98% hits | AID 540308, 2011;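 active = activation above a per-plate cutoff, the mean activation of sample wells on that plate plus 3 SD, cut at about 8% in these data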
# Target sequence (P32245 whole entry, looked up): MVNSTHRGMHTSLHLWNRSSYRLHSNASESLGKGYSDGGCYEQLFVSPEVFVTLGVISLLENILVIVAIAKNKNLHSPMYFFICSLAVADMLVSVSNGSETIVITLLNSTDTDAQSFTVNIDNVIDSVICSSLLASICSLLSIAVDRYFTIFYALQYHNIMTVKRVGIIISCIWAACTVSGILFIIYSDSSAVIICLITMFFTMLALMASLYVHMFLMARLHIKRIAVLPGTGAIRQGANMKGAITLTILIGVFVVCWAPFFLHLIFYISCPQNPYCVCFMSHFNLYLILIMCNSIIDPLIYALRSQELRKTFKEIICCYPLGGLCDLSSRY
# MC4R antag cAMP = MC4R antagonists of cAMP signaling, primary screen, cell-based, TR-FRET, antagonist arm of biased-ligand search. inhibition, % at 6.5 µM. AID 540295, 2011. 360,000 compounds, 0.48% hits. Melanocortin receptor 4 (Homo sapiens), P32245. MC4R-expressing cells, MTII-stimulated cAMP, LANCE TR-FRET;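 active = inhibition above its plate's cutoff, the mean of tested wells on that plate plus 3 SD, cut at about 29% in these data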;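 note: 0% = Melanotan II alone and 100% = Melanotan II plus saturating MCL0020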
#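 Material – human MC4R-expressing U2OS cells · Repeats – no replicates · Detection – TR-FRET with Eu-cAMP and labeled anti-cAMP, 671 nm · Times – compound 30 min, challenge 1 h, detection 1 h · Compound – single nominal compound dose of 6.5 µM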
# ABHD5-PLIN5 inh = ABHD5-PLIN5 interaction inhibitors, primary screen, cell lysate, split luciferase complementation, luminescence; Perilipin-5 (Homo sapiens) + 1-acylglycerol-3-phosphate O-acyltransferase ABHD5 (Homo …; Split G. princeps luciferase complementation, 4 h; inhibition, % at 4 µM; 360,000 compounds, 0.78% hits;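 active = inhibition above the mean inhibition across every tested compound plus 3 SD, cut at about 22% in these data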;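 note: 0% = DMSO only wells and the 100% control is not disclosed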
# ABCB6 inh MLPCN = ABCB6 transporter inhibitors, primary screen, K562-ABCB6 cells, flow cytometry, MLPCN library; fluorescence ratio to DMSO, % at 10 µM; ATP-binding cassette sub-family B member 6 (Homo sapiens), Q9NP58; 360,000 compounds, 0.19% hits; K562-ABCB6 porphyrin accumulation, 1 h; active compounds read low;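 active = fluorescence ratio to DMSO below 75%, the collection mean minus 3 SD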;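 note: signal is porphyrin accumulated inside mitochondria; 100% equals median channel fluorescence of DMSO control wells; lower ratio means ABCB6 inhibition with less porphyrin fluorescence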
# Vif inh = HIV Vif self-association inhibitors, primary screen, imaging, HEK293T, single point; HEK293T cells, Vif self-association by quenched fluorescence, 24 h; 340,000 compounds, 0.35% hits; inhibition, % at 7.49 µM; in the data active = inhibition above about 50%, passing the limit was not always enough; note: some results filed as inactive read as strong as hits
# Glyco luc inh = increase of ERlucT glycosylation luciferase signal, primary screen, N-linked glycosylation inhibitor project, D54 ERlucT cells, luminescence, set 2 | reporter increase, % at 12.5 µM | D54 ERlucT glycosylation luciferase reporter, 24 h; percent of 100 nM tunicamycin response | 360,000 compounds, 0.23% hits;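 active = mean luciferase reporter signal, scaled so untreated is 0 and the glycosylation-blocking control 100, at or above a set limit in every replicate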;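 note: luciferase carries N-glycosylation sites so blocking glycosylation raises the light; 0% = median of neutral control wells and 100% = median of 100 nM tunicamycin wells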
# NOD2 RIPK2 PPI = NOD2-RIPK2 binding disruptors in cells, primary screen, fluorescence, CHO cells, BLA complementation. inhibition, % at 4.98 µM. AID 624267, 2012. CCF4 ratio. Receptor-interacting serine/threonine-protein kinase 2 (Homo sapiens), O43353. 360,000 compounds, 0.38% hits; in the data active = inhibition above about 21%;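 note: 0% = vehicle only and 100% = reference blocker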
# Target sequence (O43353 whole entry, looked up): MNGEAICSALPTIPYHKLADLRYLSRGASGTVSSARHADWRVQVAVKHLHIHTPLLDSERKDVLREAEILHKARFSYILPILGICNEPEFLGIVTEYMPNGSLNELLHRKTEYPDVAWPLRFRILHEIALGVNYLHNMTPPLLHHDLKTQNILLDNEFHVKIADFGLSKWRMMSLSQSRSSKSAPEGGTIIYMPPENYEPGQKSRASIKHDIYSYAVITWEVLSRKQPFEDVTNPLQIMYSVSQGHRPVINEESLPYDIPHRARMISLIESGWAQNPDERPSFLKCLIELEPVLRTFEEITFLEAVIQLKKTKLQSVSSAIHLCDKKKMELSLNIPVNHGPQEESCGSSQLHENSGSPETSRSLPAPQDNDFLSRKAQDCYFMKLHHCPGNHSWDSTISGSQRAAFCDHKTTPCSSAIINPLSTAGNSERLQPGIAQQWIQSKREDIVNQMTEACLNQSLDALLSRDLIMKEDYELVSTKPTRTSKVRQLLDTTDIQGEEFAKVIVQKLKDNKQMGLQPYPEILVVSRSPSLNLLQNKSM
# aDG glyco up = activators of alpha-DG glycosylation, primary screen, uHTS, Pro5-aDG cells, AlphaScreen; activation, % at 10 µM; alpha-DG glycosylation AlphaScreen (IIH6); 0% Pro5, 100% B10-LARGE cell signal; 360,000 compounds, 0.22% hits;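 active = activation of at least 8% versus controls, or a plate z-score of at least 8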;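 note: Pro5 are CHO cells carrying HIG-tagged alpha-DG that lacks glycosylation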
# Active calls of the source: *; / = not tested or not shown. The list is partial (hit frequency here may not be typical).
SMILES,Exocytosis inh,TLR9-MyD88 block,MC4R barr agon,MC4R antag cAMP,ABHD5-PLIN5 inh,ABCB6 inh MLPCN,Vif inh,Glyco luc inh,NOD2 RIPK2 PPI,aDG glyco up
Cn1nc(C(C)(C)C)cc1C(=O)N1CCC(C)(C(=O)NS(=O)(=O)C2CC2)C1 (stereo unspecified),-1,/,0.2,1,6,93,/,0,-1,-0.1
O=C(Cc1ccccc1)c1nc2ccccc2s1,-3,-1,-1.1,2,1,93,5,7,-10,0.1
CCOc1cc(CN2CCOCC2)cc(C(C)=O)c1,-2,-1,0.5,0,-2,108,10,-1,3,-0.2
CCn1c(=O)c2ccccc2n2c(SCC(N)=O)nnc12,-3,-2,-1.7,0,-5,108,-6,-1,6,0.0
Cc1ncoc1C(=O)N1CCCC(C(=O)c2cccc(C(F)(F)F)c2)C1 (stereo unspecified),1,-4,2.0,-1,3,96,-4,1,-7,-0.1
CCCCCCCCC#Cc1nc(C)ccc1OC,4,-4,-0.7,1,-2,99,-1,-1,1,-0.1
CC(=O)c1c(C)nc(-c2ccc(Cl)cc2)nc1N,1,0,-3.1,16,1,98,1,-2,8,-0.3
c1ccc(-c2nnc(-c3ccccn3)nc2NC2CCCCC2)cc1,-2,-5,-1.5,4,7,96,29,-13,-3,3.4
Cc1ccc(Oc2ncnc(N)c2[N+](=O)[O-])cc1C,-2,4,-0.3,17,-2,97,6,6,-6,0.2
CC(C)C(N)c1csc(Nc2nncc3ccccc23)n1 (stereo unspecified),-4,/,0.6,6,7,89,-2,-4,8,1.0
Cc1cc(/C=N/n2cnnc2)c(C)n1-c1cccc(C(=O)O)c1,1,-11,-1.1,2,-14,101,8,1,-1,0.0
COC(=O)c1c(NC(=O)c2cccnc2)sc(C)c1C,-2,0,-1.4,3,7,94,1,4,-3,0.1
Cc1ccnc(NC(=O)Cc2ccc(F)cc2)n1,-4,-4,1.6,7,-1,101,6,1,4,0.1
CS(=O)(=O)c1ccc(NC(=O)c2ccccc2-n2cnnn2)cc1,1,-7,-1.6,-5,4,88,9,1,-17,-0.1
CC(=O)c1c(O)c2cccc3c2n(c1=O)CCC3,6,6,-2.9,0,4,93,3,1,0,0.2
O=C(Nc1cc(Cl)ccc1-n1cncn1)c1cc(F)cc(F)c1,-1,-4,-1.4,0,0,98,/,0,-4,0.1
O=C(NCc1ccc2c(c1)OCO2)c1ccc2c(c1)N(Cc1c(F)cccc1Cl)C(=O)CS2,-2,-11,-0.2,-2,1,107,-11,-5,-3,0.5
O=C(CSc1n[nH]c(-c2cccnc2)n1)Nc1ccc([N+](=O)[O-])cc1Br,7,-6,-1.7,7,5,103,-5,0,-9,0.1
Cc1ccc(S(=O)(=O)Nc2ccc(F)c(F)c2O)cc1,12,/,/,/,5,/,/,/,-9,0.0
COc1cccc2c(SCC(=O)N/N=C/c3ccc(O)cc3O)cc(C)nc12,0,8,-0.9,-4,3,101,10,-3,-16,-0.2
CNc1c(N=Cc2cccnc2)c(=O)n(C)c(=O)n1C,2,3,-7.6,1,-4,104,10,1,-2,-0.2
COc1cc(NC(=O)CN(c2ccc(C)cc2)S(=O)(=O)c2c(C)noc2C)cc(OC)c1,30,3,-0.1,3,-6,98,2,1,-7,0.1
CCOc1ccc(CNC(=O)CCc2cn(Cc3ccccc3)c3ccccc23)cc1,-3,8,13*,4,-1,103,-9,-4,0,-0.1
Cc1ccc(C)c(N2CCN(CC3CC=CCC3)CC2)c1 (stereo unspecified),-4,-2,3.1,1,2,96,9,-2,3,0.0
CCOc1ccc(NC(=O)CN(C)C(=O)c2ccc3c(c2)S(=O)(=O)N=C2CCCCCN23)cc1OCC,5,-5,-0.5,7,1,97,-1,5,-5,-0.1
# (list continues)
SMILES,Exocytosis inh,TLR9-MyD88 block,MC4R barr agon,MC4R antag cAMP,ABHD5-PLIN5 inh,ABCB6 inh MLPCN,Vif inh,Glyco luc inh,NOD2 RIPK2 PPI,aDG glyco up
Cc1cccc2[nH]c(SCC(=O)O)nc12,2,-1,-2.4,7,4,92,12,1,-10,-0.3
CN(c1ccccc1)S(=O)(=O)c1cccc(NC(=O)c2nn(C)c(=O)c3ccccc23)c1,-1,5,0.0,10,10,94,1,-1,-2,-0.2
Cc1cc(NC(=O)COC(=O)[C@@H](NS(=O)(=O)c2ccccc2)C(C)C)no1,-3,-4,-3.5,12,1,98,17,4,-1,-0.4
Clc1cccc(/C=N/N2CCN(Cc3ccccc3)CC2)c1,9,-1,4.0,-1,10,98,-5,-1,-12,-0.3
COc1ccc(Cl)cc1-n1c(C)cc(C=O)c1C,1,-2,-0.4,3,-3,98,1,1,2,-0.2
C[C@H]1CCC[C@]2(C)C[C@H]3OC(=O)C(CN4CCCCCC4)[C@H]3C=C12 (stereo partly specified),20,-8,-1.1,5,21,102,/,-7,-6,-0.3
CC(C)COC(=O)C(N)C(C(=O)OCC(C)C)c1ccccc1 (stereo unspecified),-1,2,-0.2,14,1,92,0,-1,3,-0.1
COC(=O)c1sccc1NC(=O)CC1C(=O)NCCN1C(=O)c1ccccc1 (stereo unspecified),-4,-9,-0.5,5,-1,95,18,2,-4,0.0
CC(=O)Nc1ccc(-c2csc(NNC(=O)c3ccc(C)cc3)n2)cc1,2,9,-4.7,14,-36,101,-8,2,-4,-1.0
COc1ccc(NC(=O)CSc2nc(O)cc(=O)n2C)cc1,2,2,-2.6,1,-9,89,/,0,7,0.0
O=C(CN1C(=O)CSc2ccccc21)Nc1ccc2c(c1)OCCO2,-2,-5,-1.7,14,0,99,0,3,-2,-0.3
Cc1cc(C(=O)NNc2ccc(C(C)C)cc2)n(C(C)(C)C)n1,-5,1,0.7,4,0,98,27,-1,-9,0.1
CCc1ccccc1N1C(=O)C2CC=CCC2C1=O (stereo unspecified),9,-4,-1.1,3,7,200,-2,-1,-1,-0.3
O=C(c1ccc2ccccc2c1)C1CCCN(C(=O)CN2C(=O)CSC2=O)C1 (stereo unspecified),-1,-4,-1.3,0,-4,99,2,0,5,-0.1
O=C(CNC(=O)c1cccc(F)c1)N/N=C/c1cccnc1,-2,5,1.1,-1,5,100,5,3,-5,-0.1
Clc1ccc(/C=C/c2nc(Cl)c(-c3ccc(Cl)cc3)c(Cl)n2)cc1,5,-11,-0.3,-4,5,97,-2,4,-1,-0.1
O=C(Nc1ccc(Cl)cc1Cl)C1CCC(=O)N1Cc1ccccc1Cl (stereo unspecified),-1,4,0.4,-2,-1,93,15,-2,-2,0.0
CCOc1ccc(CCNC(=O)Cn2c(=O)oc3ccccc32)cc1OCC,8,-2,-1.9,8,-2,97,-6,-2,-2,0.2
COc1ccc(/C=C2\CCCC3C2=NN(C(=O)COC(=O)CNC(=O)c2ccccc2)C3c2ccc(OC)cc2)cc1 (stereo unspecified),0,-5,-0.1,13,3,99,-6,-1,4,0.3
Cc1cc(C)c2c(CN3CCN(Cc4ccc5c(c4)OCO5)CC3)cc(=O)oc2c1,4,-8,0.0,1,4,97,-9,2,8,0.1
Cc1cccn2c(=O)c3cc(C#N)c(=NC(=O)c4cccs4)n(CC(C)C)c3nc12,1,-17,-1.5,-1,-5,96,-6,3,5,0.5
Cn1c(SCC(=O)NC2CCCCC2)nc2c(c1=O)SCC2,-7,6,-1.1,17,-3,105,11,0,-6,0.2
CN(C)S(=O)(=O)c1ccc2c(c1)nc(CCC(=O)NCCc1ccc(Cl)cc1)n2C,8,-7,0.4,8,1,92,0,0,-16,0.1
CCCNC(=O)COc1cccc(C(=O)NCc2ccccc2)c1,-2,5,0.3,5,4,98,-4,-2,-6,0.0
CCOc1ccc(CC(=O)N2N=C(C)CC2(O)C(F)(F)F)cc1 (stereo unspecified),-4,-5,-2.0,7,2,101,1,-1,3,0.0
# Going on with the list.
SMILES,Exocytosis inh,TLR9-MyD88 block,MC4R barr agon,MC4R antag cAMP,ABHD5-PLIN5 inh,ABCB6 inh MLPCN,Vif inh,Glyco luc inh,NOD2 RIPK2 PPI,aDG glyco up
COc1ccc2oc(C(=O)OCC(=O)NC3CC3)c(C)c2c1,-1,3,-3.2,3,-1,86,-12,0,-3,-0.2
CCOCCCNC(=O)C(NC(=O)c1ccccc1O)c1ccccc1 (stereo unspecified),2,-6,-0.8,11,-1,102,2,2,-5,0.1
COc1ccc(-c2cn3cccc(C)c3n2)cc1F,-15,-4,-1.6,-1,-2,106,17,-5,-6,0.4
Cc1ccc(C(=O)CC2(O)C(=O)N(CN3CCOCC3)c3ccccc32)cc1 (stereo unspecified),3,-2,0.8,2,10,105,/,2,-1,0.4
O=C(NNc1nc(Nc2ccccc2)nc(N2CCOCC2)n1)Nc1ccc(Cl)cc1,0,1,0.8,12,0,98,-2,14,7,1.1
CC1=C(C(=O)N2CCOCC2)CC(CC(=O)NCC2CCCCC2)C(=O)N1CCC1=CCCCC1 (stereo unspecified),-2,5,1.2,8,-6,99,/,2,0,0.1
Cc1ccc(-c2cc(NC(=O)CSc3n[nH]c(N)n3)n(-c3ccccc3)n2)cc1,3,-3,-2.3,8,-1,97,-1,0,1,0.0
CCC(C)C(=O)Nc1nc2ccc(S(C)(=O)=O)cc2s1 (stereo unspecified),16,11,-1.4,14,-1,101,-4,-1,-10,-0.6
O=C(C1CCN(S(=O)(=O)c2ccc(F)cc2)CC1)N1CCOCC1,1,-2,-1.9,1,-1,103,-8,2,-10,-0.1
COC(=O)c1ccc(CC2(C)C(=O)Nc3ccc(-c4cccc(C(F)(F)F)c4)cc32)o1 (stereo unspecified),15,/,4.5,7,-4,95,-19,-4,-17,0.7
CCOc1ccc(S(=O)(=O)N2CCC(C(=O)N3CCCCCC3)CC2)cc1Cl,4,-5,-1.4,-6,2,99,-22,2,0,1.2
CC(C)C(C(=O)NCC1CCCO1)N(C(=O)CNS(=O)(=O)c1ccccc1)C1CCCCC1 (stereo unspecified),-9,6,0.1,10,0,98,22,2,-15,0.1
O=c1cc(-c2ccccc2)cc(-c2ccccc2)n1CCO,-1,-3,1.1,8,-1,97,-3,0,2,0.2
Fc1cccc(Cl)c1Cn1nnc(-c2ccc(N3CCOCC3)cc2)n1,2,7,-0.4,-1,-5,97,8,-1,2,-0.2

# Rewritten tab-delimited: 2 of the compounds above.
Molecule	Exocytosis inh	TLR9-MyD88 block	MC4R barr agon	MC4R antag cAMP	ABHD5-PLIN5 inh	ABCB6 inh MLPCN	Vif inh	Glyco luc inh	NOD2 RIPK2 PPI	aDG glyco up
CCOCCCNC(=O)C(NC(=O)c1ccccc1O)c1ccccc1 (stereo unspecified)	2	-6	-0.8	11	-1	102	2	2	-5	0.1
COc1ccc(-c2cn3cccc(C)c3n2)cc1F	-15	-4	-1.6	-1	-2	106	17	-5	-6	0.4
